# PhoP inhibition = inhibitors of PhoP regulon expression, primary screen, Salmonella Typhimurium, GFP reporter (AID 1863) | inhibition, % at 50 µM; hits with a dose series show IC50 in µM | S. Typhimurium PhoP-regulated promoter GFP reporter, 4 h; higher % means a stronger effect | 300,000 compounds, 0.16% hits;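 active = inhibition over 29.93%, a cutoff 3 SD above the screen mean, later confirmed by dose response; inconclusive = inhibition over 29.93% but no dose response follow-up; inactive = inhibition at most 29.93% or unconfirmed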;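 also: 0% = low Mg2+ inducing control and 100% = high Mg2+ repressing control; strong numbers were not always called active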
# T cell HTS = modulators of CD8 T cell-vesicle binding, primary screen, mouse 2C CD8+ T cells, flow cytometry | 2C CD8+ T cell-vesicle binding; stronger effect = lower value | calls only at 7 µM | 330,000 compounds, 0.068% hits | AID 2052, 2009;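 active = response, share of CD8 T cells binding vesicles, and their 90th percentile fluorescence all below set limits, cut at about 80% in these data, passing the limit was not always enough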
#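 Test system: purified 2C TCR transgenic mouse naive CD8+ T cells. Probe or stimulus: QL9-peptide-loaded Drosophila micro-vesicles bearing Ld, ICAM-1 and B7-1. Incubation: binding step 1.5 h, 37 °C, antibody labelling 20 min, ice. Measured by: flow cytometry of vesicle-bound cells.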
# TNAP activators = human TNAP enzyme activators, primary screen, biochemical, luminescent, no phosphate acceptor, uHTS (AID 1001); activation fold at 20 µM; hits with a dose series show EC50 in µM; 200,000 compounds, 0.03% hits; purified TNAP, luminescent activation assay, no phosphate acceptor; higher activation fold means a stronger effect; in the data active = activation fold from about 3, or a potency from the dose series; inactive = the rest, 99 in 100 with activation fold below about 1.6; also: many of its hits are not listed in these tables
# NTR1 ag = agonists of NTR1, primary screen, imaging, U2OS cells, beta-arrestin-GFP, high content (AID 493036) | 330,000 compounds, 0.17% hits | activation, % at 20 µM | NTR1-U2OS beta-arrestin-GFP spot imaging, agonist mode;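 active = activation at or above 40% of the spot to cytoplasm intensity ratio, with at least 20 cells analyzed; inconclusive = wells under 20 cells, flagged as cytotoxic or low count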;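 also: 0% = DMSO without peptide and 100% = 100 nM NTR1 peptide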
# Target sequence (P30989 whole entry, looked up): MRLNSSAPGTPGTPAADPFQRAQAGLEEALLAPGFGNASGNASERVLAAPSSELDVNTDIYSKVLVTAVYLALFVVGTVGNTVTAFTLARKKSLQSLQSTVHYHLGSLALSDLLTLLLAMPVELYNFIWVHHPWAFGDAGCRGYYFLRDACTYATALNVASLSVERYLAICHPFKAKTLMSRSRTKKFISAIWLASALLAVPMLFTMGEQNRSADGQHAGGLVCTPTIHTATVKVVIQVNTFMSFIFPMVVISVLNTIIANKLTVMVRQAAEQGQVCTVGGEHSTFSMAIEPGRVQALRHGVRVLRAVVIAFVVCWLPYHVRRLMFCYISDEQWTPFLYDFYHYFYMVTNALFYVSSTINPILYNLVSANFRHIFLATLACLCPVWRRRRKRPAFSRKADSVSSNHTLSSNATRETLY
# MgcRacGAP inhibition = MgcRacGAP GTPase-activating activity inhibitors, confirmation, biochemical, ADP Hunter fluorescence; MgcRacGAP-stimulated Rac1 GTP hydrolysis, ADP Hunter fluorescence; higher % means a stronger effect; GST-tagged Rac1 F28L mutant substrate; one-dose inhibition, % at 30 µM; IC50 in µM for titrated hits; 340,000 compounds, 0.6% hits; AID 624330, 2012; Rac GTPase-activating protein 1 (Homo sapiens);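 active = first-screen hits whose inhibition reached a set limit at any dose in the follow-up dose series; inconclusive = inhibition above the set first-screen limit but never retested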;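 also: fluorescence reports GDP produced by GAP-driven GTP hydrolysis; strong numbers were not always called active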
# K1F lysis inhibition = inhibition of K1F phage lysis, E. coli UTI89, bacterial capsule biogenesis inhibitors, alamar blue (AID 488966) | E. coli UTI89 K1F phage lysis, alamar blue, 2 h; higher % means a stronger effect | inhibition, % at 100 µM; hits with a dose series show IC50 in µM | 340,000 compounds, 0.02% hits;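 active = phage lysis inhibition, versus mean bacterial control, above a set limit; inconclusive = no clear call, values can overlap the other calls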;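 also: capsule biogenesis inhibitors block K1F phage lysis so surviving cells raise fluorescence; higher fluorescence means more inhibition of phage lysis; actives were called in the ten point dose series up to 300 µM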
# RSV CPE inhibition = RSV antiviral activity via CPE protection, HEp-2 cells, primary 10 µM value included (AID 2391); HEp-2 cells, RSV-induced CPE inhibition; higher % means a stronger effect; CPE inhibition, % at 10 µM, or IC50 in µM where a hit was titrated; 310,000 compounds, 0.13% hits; in the data active = a potency from the dose series; inconclusive = CPE inhibition mostly from about 23% at the one dose, without a potency; inactive = the rest, 99 in 100 with CPE inhibition below about 21%; also: strong numbers were not always called active
# Myeloid diff MLP = induction of myeloid progenitor differentiation, primary screen, cell-based, flow cytometry, MLPCN library; AID 624256, 2012; ER-HoxA9 myeloid progenitors, lysozyme-GFP differentiation; 360,000 compounds, 1% hits; calls only at 10 µM;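 active = normalized GFP-positive differentiation at or above the plate's own cutoff, the solvent-only control mean plus 3 SD; inconclusive = no clear call, values can overlap the other calls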;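 also: cells exposed to compound for four days before flow analysis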
# SV40 large T antigen = SV40 large T antigen inhibitors, biochemical (AID 1903). SV40 large T antigen ATPase/helicase inhibition assay; higher % means a stronger effect. inhibition, % at 20 µM, or IC50 in µM where a hit was titrated. 310,000 compounds, 0.39% hits; in the data active = a potency from the dose series; inconclusive = inhibition mostly from about 32% at the one dose, without a potency; inactive = the rest, 99 in 100 with inhibition below about 32%; also: strong numbers were not always called active
# T cell HTS vesicle-bound % = second read-out of T cell HTS, no call of its own (marks repeat the call); double positive events, %; measured here: CD8+ vesicle-bound cell fraction;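 binding gate set so that unloaded-vesicle control wells show 10% double positive cells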
# NTR1 ag cell count 20 µM = second read-out of NTR1 ag, no call of its own (marks repeat the call); cell count; measured here: cell count, cytotoxicity flag
# Myeloid diff MLP GFP+ MAC1+ % = further read-out of Myeloid diff MLP, marked with its call; GFP+ MAC1+ double positive, %; measured here: differentiation confirmed by MAC1 staining
# Starred values were filed as active, the others as inactive; i = inactive; ? = inconclusive; nt = no result given; [ ] = another dose, or the depositor's remark.
SMILES	NTR1 ag cell count 20 µM	MgcRacGAP inhibition	RSV CPE inhibition	SV40 large T antigen	TNAP activators	NTR1 ag	Myeloid diff MLP GFP+ MAC1+ %	Myeloid diff MLP	T cell HTS	T cell HTS vesicle-bound %	K1F lysis inhibition	PhoP inhibition
COc1ccc(CCNC(=O)COC(=O)/C=C/c2ccc(OCC#N)c(OC)c2)cc1OC	66	6%	1.6%	8%	1.1	1.4	0.7	i	i	27	1.1%[50 µM]	-16%
CC1Cc2ccccc2N1C(=O)CSc1nc2c(c(=O)n(C)c(=O)n2C)n1Cc1ccc(F)cc1 (centres undefined)	43	5%	0.1%	nt	nt	2.5	0.7	i	i	24	0.8%	nt
Cc1ccc(C2CC(=O)C=C(NCC(C)C)C2)cc1 (centres undefined)	80	8%	1.7%	5%	1.1	-1.2	0.3	i	i	17	5.2%	-6%
CNC(=S)NNC(=O)c1cccc(C(F)(F)F)c1	77	15%	-3.1%	10%	1.5	0.6	6.5	i	i	44	-0.8%	0%
COc1ccc(OC)c(-n2nnnc2SCC(=O)Nc2ccc3c(c2)OCCO3)c1	77	17%	1.6%	14%	1.1	4.3	1.8	i	i	36	0.6%	-9%
CN1C(=O)CCC1(O)c1ccccc1 (centres undefined)	76	8%	0.8%	11%	1	-0.3	0.9	i	i	39	0.3%	15%
O=C(NC12CC3CC(CC(C3)C1)C2)N1CCN(c2nc(-c3ccccc3)cs2)CC1	35	11%	4.2%	3%	1.1	2.7	0.5	i	i	12	0.4%	-6%
Cc1nn(C)cc1/C=N/NC(=O)C1(O)c2ccccc2-c2ccccc21	41	-4%	1.0%	5%	1.2	0.8	0.7	i	i	34	3.0%	5%
COc1ccccc1NC(=O)COC(=O)Cc1cccs1	47	4%	-2.0%	28%	1.1	-0.1	0.3	i	i	31	-1.0%	2%
COc1cc(/C=C(\C#N)C(=O)NCc2ccccc2)ccc1OCc1ccc(C(=O)O)cc1	57	0%	-0.3%	0%	nt	2.8	0.3	i	i	30	-0.3%	-12%
O=C(Nc1sc2c(c1C(=O)O)CCCCC2)c1ccco1	89	6%	4.9%	4%	1.1	1.1	0.2	i	i	36	-0.2%	-13%
COc1ccccc1[C@H]1C(c2ccccc2)=NN(c2ccccc2)[C@@H]1CO	68	8%	nt	nt	nt	7.8	0.7	i	nt	nt	0.8%	nt
COc1cc(/C=N/NC(N)=S)ccc1OC(=O)c1ccc(C)cc1	108	2%	7.2%	3%	0.8	30	2.6	i	i	16	0.7%	-2%
CCOC(=O)C1=C(C)C(c2ccc(OC)cc2OC)NC(=O)N1 (centres undefined)	44	10%	-1.1%	-2%	1	1.5	0.6	i	i	59	0.1%	-3%
CC12CCC(C(=O)N3CCCCC3)(CC1=O)C2(C)C (centres undefined)	93	7%	2.4%	5%	1	-0.7	0.5	i	i	34	0.3%	-3%
O=C(NCc1cccc(F)c1)C1CCN(S(=O)(=O)Cc2ccccc2)CC1	59	2%	0.1%	5%	1.1	0.4	0.9	i	i	33	-3.0%	14%
CCN(C(=O)COC(=O)c1cc([N+](=O)[O-])ccc1N1CCOCC1)c1ccccc1	60	1%	17%	nt	nt	-0.5	1.0	i	i	39	0.1%[50 µM]	nt
CCOC(=O)C1=CN(Cc2cccc(F)c2)S(=O)(=O)NC1c1ccccc1 (centres undefined)	68	9%	nt	nt	nt	0.8	0.2	i	nt	nt	0.2%	nt
CCOC(=O)c1c(NC(=S)Nc2ccc(OC)cc2)sc2c1CCC2	74	7%	2.4%	34%	1	9.4	0.5	i	i	16	2.7%	-10%
O=C(Nc1ccccc1)Nc1cccc2nsnc12	51	5%	5.9%	4%	1.1	1.4	0.1	i	i	38	1.1%	8%

# Other records follow:
SMILES	NTR1 ag cell count 20 µM	MgcRacGAP inhibition	RSV CPE inhibition	SV40 large T antigen	TNAP activators	NTR1 ag	Myeloid diff MLP GFP+ MAC1+ %	Myeloid diff MLP	T cell HTS	T cell HTS vesicle-bound %	K1F lysis inhibition	PhoP inhibition
Cc1ccc(S(=O)(=O)N2CCOCC2)cc1C(=O)OCC(=O)NC1CCCC1	68	4%	nt	nt	nt	2.0	0.4	i	i	58	0.8%[50 µM]	nt
O=C(NCc1nc2ccccc2[nH]1)c1cc2ccccc2oc1=O	60	4%	-1.1%	13%	0.8	0.0	1.1	i	i	36	-0.6%	27%
Cc1cccc(C(=O)OCC(=O)Nc2ccc3c(c2)OCCO3)c1O	55	7%	1.0%	nt	nt	0.7	0.2	i	i	43	3.3%	nt
CCOC(=O)C1C(c2ccc(O)c(OC)c2)NC(=O)NC1(O)C(F)(F)F (centres undefined)	42	5%	-0.4%	-1%	nt	-1.1	0.4	i	i	50	1.0%	0%
Cc1ccc(CN2C3=NC(=O)CN3c3ccccc32)cc1	84	3%	11%	6%	1.1	2.0	1.0	i	i	28	0.1%	-9%
Cc1cccc(N2CC(c3nc4ccccc4n3C)CC2=O)c1C (centres undefined)	96	-3%	3.4%	5%	1	-0.2	2.2	i	i	21	-2.6%	2%
COC(=O)c1ccc(C)c(NC(=O)CN2C(=O)c3ccccc3S2(=O)=O)c1	60	13%	0.7%	-2%	1.1	0.8	0.4	i	i	15	0.7%	5%
Cc1cccc(C)c1NC(=O)CSc1nnc(-c2cnccn2)n1C	55	12%	0.5%	6%	nt	0.4	0.8	i	i	33	0.2%	-6%
CN(C)C(=O)CCSc1nnc(-c2ccco2)o1	67	10%	-0.1%	9%	1	-0.2	0.8	i	i	26	0.2%	2%
O=C(Nc1cccc(Cl)c1)c1nc[nH]c1C(=O)N1CCc2ccccc2C1	50	10%	1.2%	nt	nt	2.2	1.7	i	i	44	0.8%	nt
CC(=O)Nc1ccc(S(=O)(=O)n2cnc(C)c2)cc1	41	5%	1.5%	-1%	1.2	1.0	0.6	i	i	44	0.8%	15%
Cn1cccc1C1Nc2ccccc2NC2=C1C(=O)CC(C)(C)C2 (centres undefined)	38	14%	1.1%	11%	1.1	1.3	1.0	i	i	42	0.3%	-6%
Cc1ccc2nc(C3CCN(C(=O)NCc4ccccc4)CC3)[nH]c2c1	80	16%	-1.0%	25%	1.2	-0.3	4.4	i	i	10	-0.1%	5%
COC(=O)c1c(C(C)=O)c(C)n(C)c1C	59	-3%	0.2%	6%	nt	-0.6	0.5	i	i	44	-1.5%	-6%
COc1ccc(NC(=O)Cn2c(=O)n(CC3CCCO3)c(=O)c3cc(OC)c(OC)cc32)cc1OC (centres undefined)	55	7%	1.1%	nt	nt	0.7	2.2	i	i	23	0.9%	nt
Nc1cc(OCC(F)(F)F)cc([N+](=O)[O-])c1	66	5%	2.9%	9%	1	0.2	0.1	i	i	48	1.7%[50 µM]	8%
O=C(N/N=C/c1c[nH]c2ccc(Br)cc12)c1ccc2c(c1)OCO2	50	3%	3.3%	1%	1	8.1	0.5	i	i	15	11%	-7%
CCOC(=O)CSc1nc2c(c(=O)n(Cc3ccccc3Cl)c(=O)n2C)n1C	50	-2%	0.4%	5%	1.2	9.7	0.8	i	i	48	1.8%	-8%
Cc1c(SCCO)c(=O)[nH]c2cc3c(cc12)OCO3	58	-6%	39%	6%	1	-2.2	6.5	i	i	18	-1.3%	1%
CCO[C@H]1OC(C(=O)N2CCN(Cc3ccccc3)CC2)=C[C@@H](c2ccc(C(F)(F)F)cc2)[C@@H]1CCCO	56	1%	1.8%	4%	1	1.9	1.9	i	nt	nt	0.3%	4%

# Next part.
SMILES	NTR1 ag cell count 20 µM	MgcRacGAP inhibition	RSV CPE inhibition	SV40 large T antigen	TNAP activators	NTR1 ag	Myeloid diff MLP GFP+ MAC1+ %	Myeloid diff MLP	T cell HTS	T cell HTS vesicle-bound %	K1F lysis inhibition	PhoP inhibition
Nn1c(Cc2ccccc2)nc2sc3c(c2c1=O)CCC3	62	7%	3.1%	3%	nt	6.8	1.9	i	i	19	-0.2%[50 µM]	-12%
CCCCCC(N)=O	41	9%	0.6%	nt	nt	1.5	1.4	i	i	23	-1.2%	nt
Cc1ccc(S(=O)(=O)N(CC(=O)NCc2ccccc2)C(=O)N2CCN(C)CC2)cc1	51	4%	nt	nt	nt	0.3	0.8	i	nt	nt	1.9%[50 µM]	nt
CCCCn1nc(C(=O)Nc2ccc3c(c2)OCO3)c2ccccc2c1=O	71	5%	nt	nt	nt	5.9	0.4	i	i	56	0.3%	nt
Cc1[nH]n(-c2ccccc2)c(=O)c1/C=N/N1CCOCC1	54	10%	1.0%	15%	nt	-0.1	0.6	i	i	42	0.0%	-11%
Cc1cc(C(=O)COC(=O)C2=COCCO2)c(C)n1-c1ccccc1	75	8%	nt	nt	nt	-1.7	0.7	i	i	46	3.2%	nt
CCOc1cc(-c2nn3cnnc3s2)cc(OCC)c1OCC	91	4%	2.2%	14%	1	1.6	0.9	i	i	41	0.1%	1%
CC(C)(C)OC(=O)NCCCCC1=CC2=CC(=O)C(C)(OC(=O)c3cnc4ccccc4n3)C(=O)C2=CO1 (centres undefined)	69	nt	-0.6%	8%	nt	-3.5	nt	nt	i	50	nt	nt
Cc1ccc(-c2cc(-c3ccccc3Cl)c(C#N)c(N)n2)o1	61	23%	?	1%	1.1	-0.9	1.0	i	i	42	2.2%	5%
COc1cc(/C=C2\SC(=S)N(CC(=O)Nc3ccccn3)C2=O)cc(OC)c1OC	35	3%	-0.8%	15%	1.3	1.2	0.6	i	i	38	-2.9%	-21%
CCN(CC)CCOc1cc2c(nn1)Oc1ccccc1N2C	51	2%	?	6%	1.1	-0.3	6.5	i	i	23	-2.8%	2%
COC(=O)C1=CN(Cc2ccc(OC)cc2)C=C(C(=O)OC)C1c1ccsc1	40	1%	21%	nt	1.2	0.3	0.4	i	i	16	-0.4%	nt
Cc1ccc(-c2nc(CS(=O)CC(=O)NCCCN3CC(C)CC(C)C3)c(C)o2)cc1 (centres undefined)	57	13%	0.3%	5%	1	0.4	0.6	i	i	21	-1.2%	-4%
CCCCC(OC(=O)CN1C(=O)COc2ccccc21)C(=O)NC1CCCCC1 (centres undefined)	48	-2%	0.2%	0%	nt	0.1	0.7	i	i	52	-0.7%	8%
